aDG glyco act: increases alpha dystroglycan glycosylation | AID 624168 | Pro5-aDG cells, alpha-DG glycosylation AlphaScreen (IIH6); 0% Pro5, 100% B10-LARGE cell signal | activation, % at 10 µM | 360,000 compounds, 0.22% hits;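 active = activation of at least 8% versus controls, or a plate z-score of at least 8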;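 also: Pro5 are CHO cells carrying HIG-tagged alpha-DG that lacks glycosylation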
PDI turbidity: blocks human protein disulfide isomerase activity; 350,000 compounds, 0.052% hits; P07237; inhibition, % at 10 µM; PDI insulin aggregation turbidity, A650, 90 min;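 active = mean inhibition across replicates of 30% or more, whatever share of single replicates reach that level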;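 also: absorbance from insulin aggregation driven by PDI reduction with DTT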
Target sequence (P07237 whole entry, looked up): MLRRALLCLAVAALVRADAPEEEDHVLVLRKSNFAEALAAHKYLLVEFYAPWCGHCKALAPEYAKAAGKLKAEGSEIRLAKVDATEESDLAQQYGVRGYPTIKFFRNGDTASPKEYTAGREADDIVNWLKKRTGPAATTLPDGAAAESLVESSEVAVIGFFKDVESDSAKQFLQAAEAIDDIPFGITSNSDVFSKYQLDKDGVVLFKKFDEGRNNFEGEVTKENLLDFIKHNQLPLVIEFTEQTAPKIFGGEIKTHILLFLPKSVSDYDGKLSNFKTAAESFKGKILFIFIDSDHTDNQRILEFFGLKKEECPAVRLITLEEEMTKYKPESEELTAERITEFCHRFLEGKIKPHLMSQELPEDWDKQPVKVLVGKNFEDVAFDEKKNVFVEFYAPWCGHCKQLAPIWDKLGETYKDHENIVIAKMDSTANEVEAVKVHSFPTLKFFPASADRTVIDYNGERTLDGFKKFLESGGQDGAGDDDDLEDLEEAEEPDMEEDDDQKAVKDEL
MC4R barr agon: agonists of human melanocortin 4 receptor (MC4R) beta-arrestin. U2OS MC4R beta-arrestin complementation, luminescence; percent of melanotan II response, DMSO zero. activation, % at 8.9 µM. AID 540308. 360,000 compounds, 0.98% hits. P32245;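 active = activation above a per-plate cutoff, the mean activation of sample wells on that plate plus 3 SD, cut at about 8% in these data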
Target sequence (P32245 whole entry, looked up): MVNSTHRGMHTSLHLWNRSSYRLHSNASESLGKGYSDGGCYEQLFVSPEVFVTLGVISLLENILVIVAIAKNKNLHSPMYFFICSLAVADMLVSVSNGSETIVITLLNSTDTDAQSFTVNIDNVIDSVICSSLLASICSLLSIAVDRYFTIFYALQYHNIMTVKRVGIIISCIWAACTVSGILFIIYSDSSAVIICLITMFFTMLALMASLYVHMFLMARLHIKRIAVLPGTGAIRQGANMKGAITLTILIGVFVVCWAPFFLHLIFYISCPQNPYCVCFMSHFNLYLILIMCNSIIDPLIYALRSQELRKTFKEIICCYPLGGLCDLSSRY
ABCB6 inh MLPCN: blocks the human ABCB6 transporter. fluorescence ratio to DMSO, % at 10 µM. 360,000 compounds, 0.19% hits. K562-ABCB6 porphyrin accumulation, flow cytometry, 1 h; hits give low values;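 active = fluorescence ratio to DMSO below 75%, the collection mean minus 3 SD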;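 also: signal is porphyrin accumulated inside mitochondria; 100% equals median channel fluorescence of DMSO control wells; lower ratio means ABCB6 inhibition with less porphyrin fluorescence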
Vif imaging: inhibitors of HIV Vif. HEK293T cells, Vif self-association by quenched fluorescence, imaging, 24 h. inhibition, % at 7.49 µM. 340,000 compounds, 0.35% hits; in the data active = inhibition above about 50%, passing the limit was not always enough; also: some results filed as inactive read as strong as hits
CaV13 FRET inh: Primary screen for inhibitors of IQ motif and Ca2+-dependent inactivation inhibitor domain binding in CACNA1D, Förster resonance energy transfer in living cells, …. 340,000 compounds, 0.098% hits. HEK cells, CFP/YFP FRET ICDI-IQ, plate reader, 10 min; percent FRET-ratio fall versus neutral wells. AID 743397. inhibition, % at 12.3 µM;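 active = mean replicate inhibition of at least 30% and at least 1% of replicates passing that level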;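 also: 0% = median of the neutral control wells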
m5-HT2A agonist: activates the mouse 5-HT2A serotonin receptor; 360,000 compounds, 0.66% hits; AID 624169; activation, % at 7.6 µM; P35363; CHO-K1 mHTR2A beta-arrestin complementation, luminescence; percent of 30 µM serotonin response;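 active = activation above a run cutoff, the mean activation of all tested compounds plus 3 SD, cut at about 14% in these data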;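 also: 0% = plate median of compound wells and 100% = 30 µM serotonin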
MC4R antag cAMP: blocks human MC4R cAMP signaling | inhibition, % at 6.5 µM | AID 540295 | MC4R-expressing cells, MTII-stimulated cAMP, LANCE TR-FRET | 360,000 compounds, 0.48% hits;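 active = inhibition above its plate's cutoff, the mean of tested wells on that plate plus 3 SD, cut at about 29% in these data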;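 also: 0% = Melanotan II alone and 100% = Melanotan II plus saturating MCL0020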
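Test system: U2OS cells stably expressing human melanocortin 4 receptor (MC4R); also added: Melanotan II challenge; compound: 6.5 µM single dose; timing: 30-min compound preincubation, 1-h Melanotan II challenge, 1-h detection, room temperature; signal: Eu-cAMP/anti-cAMP TR-FRET, emission 671 nm; repeats: one well per compound, no replicates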
N-glyco inh: blocks N-linked glycosylation in D54 reporter cells | D54 ERlucT glycosylation luciferase reporter, 24 h; percent of 100 nM tunicamycin response | reporter increase, % at 12.5 µM | 360,000 compounds, 0.23% hits | AID 588692;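 active = mean luciferase reporter signal, scaled so untreated is 0 and the glycosylation-blocking control 100, at or above a set limit in every replicate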;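 also: luciferase carries N-glycosylation sites so blocking glycosylation raises the light; 0% = median of neutral control wells and 100% = median of 100 nM tunicamycin wells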
H9c2 protect: protects H9c2 cardiomyocytes from peroxide injury. 360,000 compounds, 0.63% hits. AID 588492. H2O2 injury protection, ATPLite, 2 h. protection from H2O2 cell death, % at 20 µM;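 active = compounds giving at least 50% protection of heart cells from peroxide-induced death in the single-dose screen, raw or plate-pattern-corrected value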;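 also: 0% = DMSO wells with peroxide and 100% = DMSO wells without peroxide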
An asterisk follows results filed as active; i = inactive; . = no result given.

SMILES	aDG glyco act	PDI turbidity	MC4R barr agon	ABCB6 inh MLPCN	Vif imaging	CaV13 FRET inh	m5-HT2A agonist	MC4R antag cAMP	N-glyco inh	H9c2 protect
Cc1ccc(CC(=O)NCC(C)C)cc1	0.0	-2	-1.1	100	2	-7	-2	5	0	-3
COc1ccc(CNc2nc(-c3cccnc3)nn2S(C)(=O)=O)cc1	0.5	10	-2.1	93	-1	-6	-1	6	-1	0
CCCc1cc(=O)oc2c(C)c(OCC(=O)N3CCC(C(=O)O)CC3)ccc12	-0.1	.	-1.0	93	15	.	0	1	-2	-4
Cc1ccc(S(=O)(=O)N(C)C)cc1NC(=O)c1cc(=O)[nH]c2ccccc12	-0.1	-3	-1.7	93	5	-4	-4	-2	-1	17
COc1ccc(Nc2ccccc2N)cc1	1.4	-3	-0.1	292	14	-4	4	-6	-9	-27
CS(=O)(=O)N(CC(=O)NC1CCCCC1)c1cccc(F)c1	-0.2	5	-2.8	99	2	2	2	8	1	0
CN(CC1CCCO1)S(=O)(=O)c1ccc(C(=O)Nc2ccc(F)cc2)cc1 (stereo not drawn)	0.1	-2	-1.9	95	.	-5	1	11	-4	0
N#C/C(=N\Nc1ccc(Cl)cc1)C(=O)c1ccccc1	0.4	4	0.6	89	-12	-4	-2	1	-3	-20

The list goes on:
SMILES	aDG glyco act	PDI turbidity	MC4R barr agon	ABCB6 inh MLPCN	Vif imaging	CaV13 FRET inh	m5-HT2A agonist	MC4R antag cAMP	N-glyco inh	H9c2 protect
COC(=O)c1sccc1NC(=S)NCc1ccc(Cl)cc1	0.0	-6	0.1	92	2	-15	-1	-1	2	10
COc1cccc2cc(CC(=O)c3ccc(C)c(C)c3)c(=O)oc12	0.1	1	-1.8	101	9	-2	-2	8	-3	8
COc1ccc(C(=O)N2C=Cc3ccccc3C2C(N)=O)cc1 (stereo not drawn)	-0.2	1	1.0	100	5	-6	1	4	1	3
NC(=O)/C(=C\c1ccncc1)c1cccc2ccccc12	-0.1	0	-2.9	97	-2	-20	-6	9	-2	4
CC(=O)c1cc(O)c2ccccc2c1O	0.0	-1	1.8	125	2	-18	6	5	6	-16
CCCCN1CC(=O)N2[C@H]3c4cc(OC)ccc4OC[C@@H]3[C@H](C(=O)OCC)[C@]2(C)C1=O	0.0	-7	-0.3	99	-1	-5	0	11	0	6
CC[C@]12c3[nH]c4ccc(Cl)cc4c3CCN1C(=O)[C@@H](CC(=O)NC/C=C(\C)CCC=C(C)C)C[C@@H]2C(=O)N1CCN(C(=O)C2CC2)CC1	0.2	13	-1.6	96	.	-4	-5	13	-3	21
COc1ccccc1C(=O)Nc1nnc(C)s1	0.0	1	-0.9	100	0	-9	-2	11	0	2

More compounds
SMILES	aDG glyco act	PDI turbidity	MC4R barr agon	ABCB6 inh MLPCN	Vif imaging	CaV13 FRET inh	m5-HT2A agonist	MC4R antag cAMP	N-glyco inh	H9c2 protect
O=Cc1cn(Cc2ccccc2)nc1-c1cccnc1	0.1	1	0.2	100	-3	-6	-6	3	-1	2
c1ccc(Oc2ccc(-c3ccnc4ncnn34)cc2)cc1	0.6	-5	-0.8	104	-19	-5	-5	19	-1	-8
CCCCc1cc2c(c(NC(=O)CC)n1)c(=O)oc1ccccc12	0.0	-5	-1.1	92	-6	-8	2	-2	0	-7
CC(=O)COC(=O)C1=NN(c2ccccc2)C(=O)CC1	0.0	-13	-1.5	100	-8	-17	2	7	2	5
O=C(CC1CCCCC1)NCCOc1ccccc1	-0.2	0	-0.6	100	1	-10	-3	6	-2	0
Cc1cccc(-n2ncc3c(=O)[nH]c(SCC(=O)Nc4cc(C)on4)nc32)c1	0.0	-4	-1.5	98	8	-5	-1	7	1	-1
CCn1nccc1NC(=O)c1csc([C@@H]2O[C@H](CO)[C@H](O)[C@H](O)[C@H]2O)n1	0.1	1	-1.5	91	-1	-6	9	-1	3	3
C[C@H](CO)N1C[C@H](C)[C@@H](CN(C)C(=O)Nc2ccccc2)Oc2c(NC(=O)Nc3ccc(C(F)(F)F)cc3)cccc2C1=O	0.4	2	-1.3	106	.	-4	0	19	-4	17

Reformatted: results already given
Cc1ccc(CC(=O)NCC(C)C)cc1
  aDG glyco act: 0.0; PDI turbidity: -2; MC4R barr agon: -1.1; ABCB6 inh MLPCN: 100; Vif imaging: 2; CaV13 FRET inh: -7; m5-HT2A agonist: -2; MC4R antag cAMP: 5; N-glyco inh: 0; H9c2 protect: -3
COc1ccc(CNc2nc(-c3cccnc3)nn2S(C)(=O)=O)cc1
  aDG glyco act: 0.5; PDI turbidity: 10; MC4R barr agon: -2.1; ABCB6 inh MLPCN: 93; Vif imaging: -1; CaV13 FRET inh: -6; m5-HT2A agonist: -1; MC4R antag cAMP: 6; N-glyco inh: -1; H9c2 protect: 0
CCCc1cc(=O)oc2c(C)c(OCC(=O)N3CCC(C(=O)O)CC3)ccc12
  aDG glyco act: -0.1; PDI turbidity: .; MC4R barr agon: -1.0; ABCB6 inh MLPCN: 93; Vif imaging: 15; CaV13 FRET inh: .; m5-HT2A agonist: 0; MC4R antag cAMP: 1; N-glyco inh: -2; H9c2 protect: -4

(cont.)
SMILES	aDG glyco act	PDI turbidity	MC4R barr agon	ABCB6 inh MLPCN	Vif imaging	CaV13 FRET inh	m5-HT2A agonist	MC4R antag cAMP	N-glyco inh	H9c2 protect
CCOc1ccccc1N1CC(C(=O)Nc2ccc3c(c2)OCCO3)CC1=O (stereo not drawn)	0.5	5	0.2	98	-7	11	6	7	2	5
Cc1nc2ccccc2nc(C)c1=NOCc1ccc(C#N)cc1	0.7	6	4.0	101	-2	-5	9	1	-1	7
CCNC(=O)c1cc2c(=O)n3cccc(C)c3nc2n(Cc2ccc(C)cc2)c1=N	0.8	5	0.3	98	-2	55*	3	4	2	20
O=C(O)c1ccc(Cn2c(=S)[nH]c3cc(Cl)ccc3c2=O)cc1	-0.1	8	-1.7	103	-4	-4	-7	7	1	1
CCCOC(=O)N[C@@H]1C(=O)N2C(C(=O)OCCC)=C(C)CS[C@H]12	0.0	1	-0.9	102	1	7	5	16	2	1
COc1cccc2c3c(c(=O)[nH]c12)CCC(C)(C)O3	-0.2	-13	-0.6	i	-9	-6	-4	2	-1	-6
COC(=O)c1ccc(NC(=O)CS(=O)(=O)c2ccccc2)cc1	-0.2	-2	-0.6	106	-4	-4	4	13	0	7
COc1ccc(C(=O)NCc2nnc(SCC(=O)Nc3ccc4c(c3)OCO4)o2)cc1	-0.3	-10	-0.7	102	.	-6	-1	3	-2	1

Going on with the list:
Results follow in this order: aDG glyco act	PDI turbidity	MC4R barr agon	ABCB6 inh MLPCN	Vif imaging	CaV13 FRET inh	m5-HT2A agonist	MC4R antag cAMP	N-glyco inh	H9c2 protect
COCC(C)Nc1ccc(S(=O)(=O)N2CCCC2)cc1[N+](=O)[O-] (stereo not drawn)
    0.1	8	-0.9	103	-5	2	-1	14	1	4
COC(=O)c1sccc1NC(=O)c1cccnc1
    -0.1	0	-0.6	94	-2	-3	-2	-2	1	-2
O=C(O)CC1(c2ccc(F)cc2)C2CC3CC(C2)CC1C3 (stereo not drawn)
    0.1	12	0.5	99	6	-17	1	-2	2	-3
Cc1c(NC(=O)CSc2nc(N)cc(N)n2)c(=O)n(-c2ccccc2)n1C
    0.0	10	-1.0	97	-17	-3	-2	3	3	1
COc1cccc(-c2nc(CS(=O)(=O)c3ccccc3)no2)c1
    -0.6	2	0.3	90	9	-1	4	-9	-3	-12
O=C(Nc1nc2ccc(F)cc2s1)C1=NN(c2ccccc2)C(=O)CC1
    0.1	1	2.2	99	6	-4	0	20	-1	-2
CCCc1cc(C(=O)N2CCN(C(c3ccccc3)c3ccccc3)CC2)no1
    -0.2	2	-0.6	98	.	-7	2	-5	-3	-30
O=C(CSc1nnc(-c2cccc(Cl)c2)o1)Nc1ccc2c(c1)OCCO2
    0.0	0	2.0	101	-4	-3	4	16	-4	-2
O=C1OCc2ccc(NC(=O)c3ccccc3C(=O)O)cc21
    -0.2	-2	-1.8	85	3	-3	9	-2	1	-6
O=c1c2cc(Br)ccc2nc(-c2ccc([N+](=O)[O-])cc2)n1O
    0.2	-3	-3.6	98	4	-4	0	-9	5	9
O=C(COC(=O)c1cc([N+](=O)[O-])ccc1N1CCOCC1)NCc1ccc(F)cc1
    -0.2	8	0.0	101	3	.	2	-8	3	5
COc1ccc(S(=O)(=O)N2CCN(CC(O)CN3CCOCC3)CC2)cc1 (stereo not drawn)
    -0.2	-3	-0.9	96	23	-6	2	2	-1	2
CCN1CCCC1CNC(=O)Cn1nc(C)n2nc(-c3ccccc3)cc2c1=O (stereo not drawn)
    0.0	-3	-1.7	102	17	-15	-9	3	0	-4
O=C(CC[C@H]1O[C@@H](n2ccc(=O)[nH]c2=O)[C@H](O)[C@@H]1O)N[C@H](Cc1ccccc1)C(=O)NCCCc1ccccc1
    -0.4	.	.	101	-10	-10	1	.	0	1
Cc1ccc(-c2csc(NC(=S)NC(=O)c3cc4ccccc4o3)n2)cc1
    -0.3	1	0.6	102	-3	-7	4	5	-1	-4
C=CCOc1cccc(CNCCCN2CCOCC2)c1
    -0.4	-2	-2.9	97	1	-2	4	9	3	-4
Cc1ccccc1N(CC(=O)Nc1ccc(S(=O)(=O)N2CCOCC2)cc1)S(C)(=O)=O
    -0.1	-5	0.0	101	5	-6	-2	7	-2	-4

Screening data from PubChem.

Hits appear at their usual frequency. About 3.6% of those tested had a hit in this group.
